Screens (PubChem)
JMJD2A Tudor inh = blocks the human JMJD2A Tudor domain. actives 4.4% (n = 390,000). AID 504339. AlphaScreen JMJD2A-Tudor / H3K4me3 peptide binding. O75164. Potency, µM (titrated, usually from 114 µM), for the others: top-dose activity change, negative = inhibition, hits mostly inhibitors; also: % is scaled to controls: 0 for no effect and ±100 for the full control effect; nearly all actives have a fitted effect of over 50% in size
Tb PGK inh = blocks T. brucei phosphoglycerate kinase; P07378; PGK/GAPDH coupled, Kinase-Glo luminescence, 60 min; Potency, µM (titrated, usually from 57.5 µM), for the others: at the top dose activity change, negative = inhibition, most hits filed as inhibitors; actives 0.043% (n = 380,000); also: % is scaled to controls: 0 for no effect and ±100 for the full control effect; nearly all actives have a fitted effect of over 60% in size
Target sequence (P07378 whole entry, looked up): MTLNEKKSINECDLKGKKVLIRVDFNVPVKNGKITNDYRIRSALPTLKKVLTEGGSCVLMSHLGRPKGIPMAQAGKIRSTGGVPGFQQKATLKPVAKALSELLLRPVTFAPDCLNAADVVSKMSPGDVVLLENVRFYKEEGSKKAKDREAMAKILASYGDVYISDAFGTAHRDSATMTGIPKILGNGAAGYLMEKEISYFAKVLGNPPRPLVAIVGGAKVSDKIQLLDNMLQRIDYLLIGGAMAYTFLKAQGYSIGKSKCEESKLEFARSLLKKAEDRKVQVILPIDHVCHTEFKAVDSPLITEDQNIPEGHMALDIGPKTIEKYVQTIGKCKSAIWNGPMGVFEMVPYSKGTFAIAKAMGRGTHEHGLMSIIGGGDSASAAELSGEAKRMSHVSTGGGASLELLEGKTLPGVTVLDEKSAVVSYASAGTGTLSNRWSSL
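Recombinant glycosomal PGK reaction used 1,3-bisphosphoglycerate generated in-well by GAPDH (100nM final) in 100mM TEA pH 7.6, 5mM MgCl2, 0.01% Tween-20. After 60 minutes at room temperature, ATP was read by Kinase-Glo Plus luminescence end-point.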
GLS inhibitor = glutaminase GLS (human) inhibition | O94925 | GLS enzymatic activity, qHTS titration | Potency, µM (titrated, usually from 45.5 µM), inactives show at the highest dose activity change, negative = inhibition, hits mostly inhibitors | actives 0.21% (n = 410,000) | AID 624170; also: % is scaled to controls: 0 for no effect and ±100 for the full control effect
Target sequence (O94925 whole entry, looked up): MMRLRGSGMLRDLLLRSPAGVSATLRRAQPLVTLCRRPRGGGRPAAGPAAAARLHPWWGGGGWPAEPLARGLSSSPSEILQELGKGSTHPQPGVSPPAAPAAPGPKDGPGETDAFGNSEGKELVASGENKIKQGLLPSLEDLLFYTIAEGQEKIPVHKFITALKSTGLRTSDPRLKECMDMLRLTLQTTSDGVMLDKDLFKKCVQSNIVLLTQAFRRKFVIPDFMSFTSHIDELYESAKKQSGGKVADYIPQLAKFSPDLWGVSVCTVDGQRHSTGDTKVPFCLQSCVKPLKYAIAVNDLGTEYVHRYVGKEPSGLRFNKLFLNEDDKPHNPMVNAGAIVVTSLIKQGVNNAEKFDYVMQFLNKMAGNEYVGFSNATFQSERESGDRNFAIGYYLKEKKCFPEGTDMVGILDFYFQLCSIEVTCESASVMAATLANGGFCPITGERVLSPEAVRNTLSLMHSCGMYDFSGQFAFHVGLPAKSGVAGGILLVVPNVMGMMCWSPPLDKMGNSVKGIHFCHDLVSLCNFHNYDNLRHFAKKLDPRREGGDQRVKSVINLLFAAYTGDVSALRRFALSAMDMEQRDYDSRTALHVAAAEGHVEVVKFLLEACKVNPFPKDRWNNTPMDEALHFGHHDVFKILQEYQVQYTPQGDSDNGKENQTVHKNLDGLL
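hKGA; 45 mM KH2PO4 pH 8.2 + 0.02% Tween-20; cpd via pin tool; 1 mM Gln soln; GluOx/HRP/Amplex Red; RT 30 min; fluor. t0 & final.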
12-LOX inh = inhibitors of human 12S-lipoxygenase ALOX12; P18054; purified 12hLO, xylenol orange hydroperoxide absorbance; Potency, µM (series often up to 108 µM), for the others: at the top dose activity change, negative = inhibition, most hits filed as inhibitors; AID 1671190; actives 1.1% (n = 580,000); also: % is scaled to controls: 0 for no effect and ±100 for the full control effect
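Purified human 12hLO (150 nM final) in 25 mM Hepes, 0.01% Triton X-100, pH 7.0 was preincubated 15 min at room temperature with compound. Then 40 uM arachidonic acid was added, 30 min. Hydroperoxide was read by Fe-XO absorbance ratio 573/405 nm.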
ERG-DNA inh = ERG Ets/DNA interaction inhibition | P11308 | fluorescence polarization, His-ERG Ets domain / labelled DNA | Potency, µM (titrated, usually from 76.9 µM), for the others: at the highest dose FP activity, negative = inhibition, most hits filed as inhibitors | actives 0.028% (n = 370,000); active = well fitted inhibition curve with a large enough effect in the polarisation, with a control signal flat; inconclusive = small, poorly fitted or top-dose-only effect, or effect the other way, or a change in a side signal; inactive = no such curve, though single readings can be large or run the other way; the % refers to the polarisation;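 also: polarization taken with two DNA probes labelled with fluorescein and Texas red; % of control where 0% means no effect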
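His-tagged ERG Ets domain (1 uM in the protein solution; 300mM KCl, 50mM Tris-HCl, 1mM EDTA, 1mM DTT, pH 7.5) received compound, then a probe mix of 5 nM fluorescein-DNA and 100nM Texas-615-DNA. Fluorescence polarization was read for both dyes.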
Pin1 inhibitor = blocks the human prolyl isomerase Pin1; Pin1 FP peptide displacement, HiFluor488, 10 min; Potency, µM (series often up to 115 µM), for inactives: at the top dose activity, negative = inhibition, most hits filed as inhibitors; actives 0.009% (n = 390,000); AID 504891; active = well fitted inhibition curve with a large enough effect in the polarisation, with a control signal flat, not every such curve was filed as active; inconclusive = small, poorly fitted or top-dose-only effect, or effect the other way, or a change in a side signal; inactive = no such curve, though single readings can be large or run the other way; the % refers to the polarisation; also: % is scaled to controls: 0 for no effect and ±100 for the full control effect
HP1b binding inh = inhibitors of HP1-beta chromodomain binding to methylated histone tails; P83916; AID 540317; Potency, µM (titrated, usually from 114 µM), for the others: at the top dose activity change, negative = inhibition, most hits filed as inhibitors; actives 0.56% (n = 390,000); AlphaScreen HP1-beta / biotin-H3K9me3 peptide binding; also: nearly all actives have a fitted effect of over 70% in size; inactives centre near 23
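AlphaScreen: HP1-beta (50 nM) preformed 30 min with biotin-H3(1-18)K9me3 peptide (50 nM) in PBS pH 7.4, 0.01% Tween-20. Compound added for 30 min at RT, then streptavidin donor/nickel chelate acceptor beads (10 ug/mL) for 30 min.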
TrxR1 inh = rat TrxR1 inhibition; O89049; recombinant rTrxR1, NADPH fluorescence consumption, selenite substrate; Potency, µM (doses to about 114 µM), inactives show at the top dose activity change, negative = inhibition, actives largely listed as inhibitors; actives 1% (n = 390,000); also: % is scaled to controls: 0 for no effect and ±100 for the full control effect; nearly all actives have a fitted effect of over 65% in size
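Rat TrxR1 (90 nM in the dispensed reagent) was pre-reduced with 400 uM NADPH for 5 min at room temperature, then incubated with compound for 15 min. After 400 uM selenite was added, NADPH fluorescence (Ex 340/Em 450 nm) was followed for 8 min.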
RGS4 inhibitor = blocks human RGS4-accelerated GTP hydrolysis. P49798. Transcreener GDP fluorescence polarization, RGS4-accelerated GTP hydrolysis. Potency, µM (titrated, usually from 114 µM), without a hit: top-dose activity change, negative = inhibition, usual class: inhibitors. actives 0.039% (n = 390,000); also: % is scaled to controls: 0 for no effect and ±100 for the full control effect; nearly all actives have a fitted effect of over 75% in size; some results filed as inactive show a strong effect at the top dose
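MLSMR compounds (23 nl, pin-transferred) preincubated 10 min at room temperature with a 500nM (2x) first reagent, then RGS4 at 900nM (2x) plus Transcreener GDP mix added; fluorescence polarization (620/688 nm) read before and after 90 min at 30 °C.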
An asterisk follows results filed as active; i = inactive; ? = inconclusive; nt = no result given; & = joins results of further samples; [ ] = dose if it differs, or a comment. Unless noted, calls follow the shape of the dose curve; as a rule, active = well fitted curve in the direction sought with a large enough effect; inconclusive = small, poorly fitted or top-dose-only effect, or another doubt; inactive = no such curve, though single readings can be large; an effect the other way counts as inactive or inconclusive. Potency is read from the fitted curve at half-maximal effect. Some of the compounds tested; rates above refer to the full screens.

nr	molecule	JMJD2A Tudor inh	Tb PGK inh	GLS inhibitor	12-LOX inh	ERG-DNA inh	Pin1 inhibitor	HP1b binding inh	TrxR1 inh	RGS4 inhibitor
1	Cc1cc(C(=O)COc2ccc(C#N)cc2)c(C)n1CC1CCCO1 (stereo not given)	-26%	-2%	12%	4%	12%	-2%	-2%	5%	-5%
2	CCOc1ccc(NC(=O)CN(C)C(=O)C2CSC3(C)CCC(=O)N23)cc1OCC (stereo not given)	-4%	0%	1%	-2%	-1%	5%	53%[activator]	9%	17%
3	CCN(CC)c1ccc(C2C(C(N)=O)=C(C)Nc3nc(SCc4ccccc4Cl)nn32)cc1 (stereo not given)	-23%	-10%	20%	-16%	1%	?	14%	17%	11%
4	COCCNC(=O)C(=O)NCCN1CCOCC1	10%	i	15%	194%[activator]	-3%	1%	36%	19%[57.1 µM]	33%
5	COC(=O)[C@H](C)NC(=O)Nc1ccc(OC)c(OC)c1	1%	9%	8%	3%	3%	1%	15%	-2%	14%
6	CC1CN(C(=O)/C=C/c2cccc([N+](=O)[O-])c2)CC(C)O1 (stereo not given)	0%	-4%	0%	144%[activator]	-2%	-3%	20%	1%[57.1 µM]	34%
7	Nc1nc(SCC(=O)Nc2ncc(C(F)(F)F)cc2Cl)n[nH]1	-5%	i	10%	1%	6%	5%	45%[activator]	31%[57.1 µM]	-35%
8	Cc1ccc(S(=O)(=O)NCc2nc3nc(C)cc(C)n3n2)cc1	-10%	0%	-1%	-8%	0%	3%	20%	4%	6%
9	CCc1nc(SCc2ccccn2)[nH]c(=O)c1C	-6%	0%	12%	?	5%[15.4 µM]	0%	4%	21%[11.4 µM]	-20%
10	COCCCNC(=O)C(=O)NC1CCCCCC1	-12%[57.1 µM]	-7%	10%	11%	-12%	-2%	-5%	-8%	26%
11	CCCCOc1cc(=O)[nH]c(=O)[nH]1	4%	-1%	3%	0%	-4%	2%	57%[activator]	-3%	-44%
12	C[C@H](CO)N1C[C@H](C)[C@@H](CN(C)CC2CC2)Oc2c(NC(=O)C3CC3)cccc2C1=O	-14%	-2%	11%	-4%	?	-5%	16%	9%	20%
13	C#Cc1ccc(CN2CCN(CCc3ccccc3)C(CCO)C2)cc1 (stereo not given)	-25%	-4%	5%	-12%	14%	-3%	1%	11%	-8%
14	COC(=O)c1sc2nc(CN3CCOCC3)nc(N3CCOCC3)c2c1C	-26%	3%	5%	-15%	4%	22%	63%[activator]	?	21%
15	Cc1ccccc1NC(=O)C(=Cc1ccc(C(=O)O)cc1)C(=O)Nc1ccccc1C	-6%	i	-11%	-12%	-5%	0%	23%	-25%	?
16	Cc1cc(NS(=O)(=O)c2ccc(NC(=O)COc3ccc(Br)cc3)cc2)nc(C)n1	20µM*	1%	?	-17%	15%	-3%	2%	6%	-69%[56.9 µM]
17	CC(C)[C@H](NC(=O)[C@@H]1Cc2ccccc2CN1C(=O)OC(C)(C)C)C(=O)NCC1CCCO1 (stereo not given in full)	-4%	i	0%	-1%&5%	1%	?	48%[activator]	9%	-1%
18	CC(C)n1c(O)c(N=NC(=O)CNC(=O)c2cccnc2)c2ccccc21	-13%	0%	2%	8%	4%	0%	37%	?	17%
19	Cc1ccccc1C(=O)OC1OC(=O)C(Cl)=C1Nc1ccc(C(=O)O)cc1 (stereo not given)	14µM*	5%	?	-2%	-2%	-10%	?	14%[11.4 µM]	?
20	CCOC(=O)N1CCN(C(=O)/C=C/c2c(C)nn(-c3ccc(F)cc3)c2Cl)CC1	-14%	i	2%	-19%	7%	0%	37%	22%	-10%
21	CCCSc1nc2sc3c(c2c(=O)n1-c1cccc(Br)c1)CC(C)(C)OC3	-6%	i	-9%	-2%	3%	-3%	11%	26%	10%
22	CCCn1c2ccc(F)cc2c2nnc(SCCN3CCOCC3)nc21	-23%	-7%	-19%	-18%	2%	2%	7%	?	?
23	CCOc1ncccc1C(=O)OCC(=O)NCCc1ccc(S(N)(=O)=O)cc1	-15%	-8%	0%	276%[activator]	2%	3%	2%	3%	-4%
24	Cn1nnc(NC(=S)NC(=O)/C=C/c2ccco2)n1	?	-6%	-15%	?	6%	nt	-32%	-75%	-29%
25	CC(=O)Cn1ncc(N(C)Cc2ccccc2)c(Cl)c1=O	0%	-3%	-7%	0%	2%	1%	25%	-6%	-9%

Next part, starting with the last 2 of the part before.
nr	molecule	JMJD2A Tudor inh	Tb PGK inh	GLS inhibitor	12-LOX inh	ERG-DNA inh	Pin1 inhibitor	HP1b binding inh	TrxR1 inh	RGS4 inhibitor
24	Cn1nnc(NC(=S)NC(=O)/C=C/c2ccco2)n1	?	-6%	-15%	?	6%	nt	-32%	-75%	-29%
25	CC(=O)Cn1ncc(N(C)Cc2ccccc2)c(Cl)c1=O	0%	-3%	-7%	0%	2%	1%	25%	-6%	-9%
26	Cc1[nH]c2ccccc2c1C(=O)C(=O)N1c2ccccc2CC1C (stereo not given)	-24%	4%	-2%	-2%	0%	-4%	11%	6%	-1%
27	COc1ccc(S(N)(=O)=O)cc1C(=O)NNC(=O)C1COc2ccccc2O1 (stereo not given)	1%	-10%	-4%	1%	-7%	1%	39%[activator]	7%	0%
28	CCOC(=O)CCP(=O)(O)C(O)(c1ccccc1)c1ccccc1	-8%	-5%	1%	-18%	3%	-9%	34%	23%	-11%
29	COc1cccc(C(=O)N2c3ncnn3C3(CCCCC3)[C@@H]3CCCC[C@@H]32)c1	-12%	-9%	-2%	?	6%	-4%	31%	32%	-5%
30	Cc1ccc2nc(SCC(=O)NC3CCCC3)nc(=O)n2c1	1%	-4%	-10%	-16%	-18%	-4%	27%	-15%	-39%
31	O=c1oc2ccccc2c(N2CCCC2)c1[N+](=O)[O-]	-2%	-8%	0%	2%	0%	3%	26%	10%[57.1 µM]	2%
32	COc1ccc(S(=O)(=O)NC(C(=O)NCCc2ccccn2)C(C)C)cc1 (stereo not given)	-3%	2%	12%	4%	-6%	2%	11%	9%[57.1 µM]	-9%
33	c1ccc([C@H]2CNCCN2CCc2cccc3ccccc23)cc1	?	-12%	7%	?	12%	-3%	-17%	-4%	-5%
34	CC1(C)C(=O)OC(c2cccs2)C2(CCCCC2)C1=O (stereo not given)	-5%	2%	3%	1%	-4%	?	34%[activator]	7%[57.1 µM]	-5%
35	CC(C)CC(=O)Nc1nnc(SCC(=O)Nc2ccc3c(c2)OCO3)s1	-10%	6%	1%	-4%	-5%	2%	26%	14%	-11%
36	CC(=O)c1ccc(OC(=O)c2ccc(Br)o2)cc1	-15%	-6%	2%	0%	6%	3%	29%	-6%	15%
37	CCc1ccc2ncc3c(-c4ccc(F)cc4)nn(CC(=O)NC4CCCCC4)c3c2c1	-23%	10%	-6%	6%	-5%	0%	99%[activator]	5%[57.1 µM]	-13%
38	COC(=O)C1=CN(Cc2ccc(OC)c(OC)c2)C=C(C(=O)OC)C1c1ccc(O)cc1	6%	0%	-2%	-20%	9%	-8%	39%[activator]	45%[activator]	8%
39	Cc1ccc(NC(=O)COC(=O)Cn2c(C)csc2=O)cc1C	-7%	0%	0%	-1%	-3%	-18%	0%	1%	11%
40	Cc1cc(C)c(NC(=O)CSc2nc3ccccc3nc2N2CCCCC2)c(C)c1	-8%	-1%	-19%	-10%	5%	14%	23%	31%	-3%
41	O=C(C[C@@H]1C/C=C\C[C@@H](Cc2ccc(F)cc2)C(=O)OC[C@H]2CCCN2C1=O)N[C@H](CO)Cc1ccccc1	-23%	1%	-2%	-4%	8%	1%	16%	-4%	15%
42	O=C(CN1C(=O)COc2ccc(S(=O)(=O)NC3CCCC3)cc21)Nc1ccc(F)c(Cl)c1	-16%	i	-7%	-27%	-3%	3%	22%	16%	-18%
43	O=C1/C(=C\c2cccs2)SC(=S)N1C1CCS(=O)(=O)C1 (stereo not given)	?	-5%	-11%	?	-13%	-7%	-1%	2%	-3%
44	O=C(Nc1ccc(Br)cc1F)c1ncoc1-c1ccco1	-2%	-3%	-1%	-13%	2%	0%	17%	6%[57.1 µM]	-12%
45	CCN(CC)C(=O)Cn1cc(C(=O)C(=O)N2CCN(Cc3ccccc3)CC2)c2ccccc21	-12%	0%	7%	1%	-9%	-5%	36%	?	8%
46	CC(NCCS(=O)(=O)c1ccc(Cl)cc1)c1cccc(Cl)c1 (stereo not given)	6%	3%	-2%	-7%	-4%	4%	29%	12%[57.1 µM]	10%
47	Cc1cc(Cl)ccc1OCC(=O)OC(C)C(=O)N(C)C (stereo not given)	-18%	-11%	84%[activator]	-21%	3%	2%	3%	13%	-22%
48	COc1ccc(CNC(=O)c2ccc3c(c2)nc2n3CCCCC2)c(OC)c1	-16%	8%	16%	1%	-1%	-4%	18%[57 µM]	5%[57.1 µM]	25%
49	O=C(COC(=O)[C@@H]1CCCN1C(=O)c1cccs1)Nc1ccc(F)cc1[N+](=O)[O-]	2%	2%	2%	-8%	-4%	5%	38%	14%[57.1 µM]	-16%
50	Nc1cc2ccncc2c2ccccc12	-10%	1%	2%	0%	-17%	3%	33%	51%[activator]	-15%
51	Cc1cc(C)n(-c2nc(NC(C)C)nc(NC(C)(C)C)n2)n1	-23%[57.1 µM]	nt	nt	nt	nt	1%	26%[57 µM]	21%[0.0914 µM]	-3%
